RT RNaseH block: blocks HIV-1 RNase H cleavage of RNA/DNA duplex | 65,000 compounds, 1.9% hits | inhibition, % at 10 µM | P04585 | AID 565 | RT-RNase H RNA/DNA duplex cleavage, fluorescence; in the data active means inhibition above about 50%
RmlC RmlD mix: inhibitors of RmlC and RmlD coupled enzymes. RmlC/RmlD coupled enzyme inhibition, 384-well mixture HTS. inhibition, % at 5.5 µM. 110,000 compounds, 0.39% hits. AID 1532; in the data active means inhibition above about 30%, passing the limit was not always enough; further: strong numbers were not always called active
An asterisk follows results filed as active; . = no result given. Not all compounds are listed; count on the stated rates, not on these rows.

SMILES	RT RNaseH block	RmlC RmlD mix
COc1ccc(N2C(=O)CC(Nc3ccc(N4CCOCC4)cc3)C2=O)c(OC)c1 (centres undefined)	5.4	5.3
CCc1ccc2nc(NC(=O)CSCc3c(C)noc3C)sc2c1	1.0	-5.8
CCn1c(=O)n(CC(=O)NCc2ccccc2OC)c(=O)c2ccccc21	-4.6	5.0
COc1cc(NS(=O)(=O)c2ccc(NC(C)=O)cc2)cc(OC)c1	5.0	-4.9
CC1CCN(C(=O)c2scc3c2OCCO3)CC1	-9.2	9.8
Cc1ccn2cc(CSc3ccccc3)nc2c1	.	5.5
Cc1cc(Br)cc2c(C(=O)Nc3c(C)n(C)n(-c4ccccc4)c3=O)cc(-c3cccs3)nc12	.	-14.2
O=C(CN1C(=O)NC2(CCCCCCC2)C1=O)N1CCc2ccccc2C1	.	3.4
COCc1cc(C)nc2sc(C(=O)N3CCCC3)c(N)c12	0.5	11.5
CCC1=NC(c2ccccc2OC)N(O)C1(C)C (centres undefined)	-7.0	-7.5
COc1ccc(NC(=O)C(C)NS(=O)(=O)c2ccc(NC(C)=O)cc2)cc1Cl (centres undefined)	5.8	11.9
O=C1/C(=N/n2cnnc2)c2ccccc2N1Cc1ccccc1	-16.6	11.8
O=C(c1ccc2c(c1)OCO2)N1CCC2(CC1)Oc1ccc(Cl)cc1C(=O)C21CC(c2cccnc2)=NO1 (centres undefined)	.	6.2
COc1ccc(C(=O)NCc2nnc(SC)n2C2CCCCC2)cc1	-7.3	-2.7
Cc1cc(C)nc(-n2c(Nc3ccccc3)cc(=O)c3c(C)n(-c4ccccc4)c(=O)nc32)n1	-11.7	.
Cn1c(=O)n(C)c2cc(S(=O)(=O)N3CCCc4ccccc43)ccc21	-46.7	9.7
COC(=O)C1=C(C)n2nnnc2NC1c1cc2ccccc2o1 (centres undefined)	-71.8	82.5
CC12CCC(C(=O)Nc3ccc(SC(F)F)cc3)(CC1=O)C2(C)C (centres undefined)	.	-6.7
CCCCc1nc2ccccc2c(NC(=O)CN(CC)CC)c1CCC	.	8.4
O=C(OCN1C(=O)c2ccccc2C1=O)/C(=C\c1ccco1)NC(=O)c1ccccc1	.	9.4

Further results:
SMILES	RT RNaseH block	RmlC RmlD mix
O=C(c1ccco1)N1CCN(C(=O)c2cc3c(=O)oc4ccccc4c3s2)CC1	-33.2	-0.3
O=C(Cc1ccc2c(c1)CCCC2)Nc1ccccc1Br	.	7.8
CN(C)c1ccc(/C=N\NC(=O)c2csnn2)cc1	.	8.0
C[C@@H]1C=C(C(=O)NCc2nc3ccccc3[nH]2)O[C@H](OCc2ccc(CO)cc2)C1	.	-9.3
CSc1nc(=O)n(-c2ccccc2)c(C)c1C(C)=O	-9.7	-5.2
Cc1ccc(NC(=O)Nc2ncccc2C)cc1	.	2.0
COc1ccc(C2/C(=C(/O)c3ccc(OC(C)C)cc3)C(=O)C(=O)N2CCCN2CCOCC2)cc1 (centres undefined)	-0.5	.
CCN1CCN(Cc2c(C)[nH]c3ccc(C(=O)OC)cc3c2=O)CC1	-15.4	-10.9
COc1ccc(Cl)cc1NC(=O)C1CCCN(S(=O)(=O)c2cccc3nonc23)C1 (centres undefined)	4.2	6.2
CCN(CC)C(=O)Cn1ncc2c1-c1ccccc1OC2	-10.0	3.7
CCOCCCNC(=O)C(c1ccccc1)N(Cc1ccc2c(c1)OCO2)C(=O)CNC(C)=O (centres undefined)	0.0	2.9
CCc1ccccc1NC(=O)c1onc(C)c1Cl	-13.1	-16.6
CC1(C)c2[nH]c3ccccc3c2C[C@H]2C(=O)N(Cc3ccc(F)cc3)C(=O)N21	.	-14.0
O=C(NCc1cccs1)[C@@H]1CSC2c3ccccc3C(=O)N21 (some centres undefined)	7.2	-10.2
CC1CCCC(C)N1C(=O)c1cc(-c2ccc(Cl)c(Cl)c2)on1 (centres undefined)	-15.7	-15.9
COc1cccc(-c2nnn(CC(=O)O)n2)c1	-2.4	-11.9
O=C(Nc1ccc(C(=O)N2CCCC2)cc1)c1ccc2c(c1)OCO2	.	-13.6
CCCc1cc(N2CCCC(C(=O)Nc3ccc(OC)cc3OC)C2)n2ncnc2n1 (centres undefined)	-13.1	-4.3
Cc1cc(=O)n(-c2ccc3ccccc3n2)[nH]1	4.2	-16.0
Cn1c(NCCc2ccccc2)cc(=O)n(C)c1=O	-4.6	5.2

(cont.)
SMILES	RT RNaseH block	RmlC RmlD mix
O=C(CSc1ncccn1)NCCc1ccccc1	-23.5	-1.3
COC(=O)CCC(=O)OC1(C)C(=O)C=C2C=C(C3CC3)N(CCN3CCOCC3)C=C2C1=O (centres undefined)	.	7.1
CCC(C)NC(=O)CCC(=O)Nc1ccc2nc(N3CCOCC3)cc(C)c2c1 (centres undefined)	-9.4	21.5
COC(=O)C1=C(c2cc3ccccc3s2)C[C@@H]2CC[C@H]1N2C(=O)NC1CC1	.	10.2
COC(=O)CCCCCCCCC(=O)Nc1nc2ccccc2s1	.	-10.6
O=C(Nc1ccc(C(F)(F)F)cc1)C1CCCN1S(=O)(=O)c1cccc2cccnc12 (centres undefined)	-3.6	-2.7
CSc1ccccc1C(=O)NCc1ccc2c(c1)OCO2	-1.0	-18.4
Cc1ccc(C(=O)Nc2ccccc2SCC2CSc3nc4ccccc4c(=O)n32)cc1 (centres undefined)	.	-12.5
NNC(=O)CNC(c1ccccc1)c1cc(Br)ccc1NC(=O)CCN1CCOCC1 (centres undefined)	.	-7.7
Cc1nc(NCCO)c2nnn(Cc3ccccc3F)c2n1	-8.8	-12.3
O=C(O)c1ccc(S(=O)(=O)Cc2ccccc2)cc1	39.9	-9.8
O=C(/C=C/c1cccs1)c1cc(Cl)ccc1OC(=O)N1CCOCC1	.	-3.8
COc1ccc(OC)c(-c2nnc(SCC(=O)NC3CCCCC3)o2)c1	-13.6	-9.3
CCCCOc1ccccc1C(=O)NCC(=O)O	-3.7	14.3
N#Cc1nc(-c2ccc(F)cc2)oc1NCCN1CCOCC1	-1.2	-4.4
Cc1ccc2[nH]c(-c3ccccc3)cc(=O)c2c1	-12.6	-4.6
COc1ccc(-c2noc(CSc3nnc(Cc4ccccc4)n3-c3ccc(Cl)cc3)n2)cc1	.	-245.9
CC(=O)c1sc(Nc2nc(C)cc(C)n2)nc1C	.	-8.2
CCc1ccc(-n2c(Cn3nc(C(F)(F)F)cc3C)n[nH]c2=S)cc1	.	-9.0
Cc1cc(C(=O)CSc2nnc(-c3cccc(F)c3)n2N)c(C)n1Cc1ccc2c(c1)OCO2	11.8	13.6

More entries
SMILES	RT RNaseH block	RmlC RmlD mix
CC1CCN(c2c(NCC3CCC(C(=O)N4CCCCC4)CC3)c(=O)c2=O)CC1 (centres undefined)	.	5.5
CCON1C(=O)CN(C(=O)OC)C1c1ccc(Cl)cc1Cl (centres undefined)	.	-9.7
COc1ccc(NC(=O)CSc2nc3c(c(=O)n2-c2ccc(F)cc2)SCC3)c(OC)c1	-19.8	-0.2
C[C@H]1CC[C@@H]2[C@@H](C)[C@H]3[C@H](C[C@H]4[C@@H]5CC=C6C[C@@H](O[C@@H]7O[C@H](CO)[C@H](O)[C@H](O[C@@H]8O[C@H](CO)[C@@H](O)[C@H](O)[C@H]8O)[C@H]7O[C@@H]7O[C@@H](C)[C@H](O)[C@@H](O)[C@H]7O)CC[C@]6(C)[C@H]5CC[C@]34C)N2C1	.	1.0
COc1ccc(-c2cc(-c3ccccc3)n3ncnc3n2)cc1	-2.2	-0.9
COc1ccc2c(c1)C(=NO)c1cc(OC)ccc1-2	-20.5	-10.6
COc1cccc(CC2CC(=O)N(CCc3ccc4c(c3)OCO4)C2=O)c1 (centres undefined)	.	-14.4
O=C(Nc1nccs1)c1ccccc1N=Cc1ccccc1	.	-135.9
O=C(CCC(=O)NC1CCCCCC1)Nc1nnc(C(F)(F)F)s1	.	-5.9
Cc1nc2sc(C(c3ccco3)N3CCN(c4ccccc4)CC3)c(O)n2n1 (centres undefined)	-3.5	-13.6
CCOc1ccc(Br)cc1S(=O)(=O)Nc1ccc(N2CCOCC2)cc1	.	-1.1
C/C(=N/Oc1nc(C)cc(C)n1)c1ccccc1	.	2.7
C=C(C)Cn1c(CCNC(=O)C(C)(C)C)nc2ccccc21	-2.4	-14.5
Cc1ccc(NC(=O)OCCN2CCN(S(=O)(=O)c3ccc(C)cc3)CCC2=O)cc1	.	-7.8
C#CCOCCOCCOCCNc1nc(N2CCN(C(=O)[C@H](C(C)C)n3cc(CCO)nn3)CC2)nc(N2CCN(C(=O)[C@H](C(C)C)n3cc(CCO)nn3)CC2)n1	.	-12.1
C=CCn1c(=O)c2ccccc2n2c(SCc3nc4ccccc4s3)nnc12	.	-57.4
C=C1C2C[C@H](O)C(C)(C)[C@@]2(O)[C@H](O)C[C@]23C[C@@](C)(O)[C@H](CC[C@H]12)[C@H]3O (some centres undefined)	.	-7.5
O=C(COc1ccc(Br)cc1)Nc1ccc(-c2nnc(-c3ccco3)o2)cc1	66.6*	-7.1
CC(=O)Nc1cccc(NC(=O)CCCC(=O)O)c1	-9.2	6.3
CCOC(=O)CNC(=O)c1sc2ncnc(N3CCc4ccccc4C3)c2c1C	.	5.2

Next part.
SMILES	RT RNaseH block	RmlC RmlD mix
O=C(CSc1nnc(-c2cccnc2)n1CCc1ccccc1)N1CCCCC1	-5.4	-17.0
O=C1CCCN1CCCNc1ccc(S(=O)(=O)N2CCCCC2)cn1	0.2	-6.9
Cc1ccc(N2CC(C(=O)Nc3ccc(S(=O)(=O)N4CCOCC4)cc3)CC2=O)cc1 (centres undefined)	-6.8	-46.6
CCCCCn1c(CN2CCN(c3cccc(Cl)c3)CC2)nc2c1c(=O)n(C)c(=O)n2C	-19.4	13.1
Cc1ccc2cccc(O)c2[n+]1[O-]	63.1*	-3.2
COc1ccc(/C=C/C(=O)c2ccc3c(c2)OCCO3)cc1[N+](=O)[O-]	.	3.0
CC(C)OP(=O)(OC(C)C)C(NC(=O)c1ccc(Br)cc1)c1ccccc1 (centres undefined)	.	41.4
CC(C)(C)NC(=O)C(Cc1ccccc1)NS(=O)(=O)c1cccc2nsnc12 (centres undefined)	-3.3	-8.6
CCn1cc(SCC(N)=O)c2ccccc21	-14.6	-7.8
O=C(CSc1nncn1-c1ccccc1)NCc1cccs1	.	13.7

Entries from the list above with a tert-butyl group:
SMILES	RT RNaseH block	RmlC RmlD mix
C=C(C)Cn1c(CCNC(=O)C(C)(C)C)nc2ccccc21	-2.4	-14.5
CC(C)(C)NC(=O)C(Cc1ccccc1)NS(=O)(=O)c1cccc2nsnc12 (centres undefined)	-3.3	-8.6

(further entries)
SMILES	RT RNaseH block	RmlC RmlD mix
CCOC(=O)CSc1nc2ccc(S(=O)(=O)N3CCOCC3)cc2[nH]1	.	0.6
CCCCNC(=O)CCNS(=O)(=O)c1ccc(Br)cc1	.	4.7
O=C(NCCc1ccccc1)C1CCCN(S(=O)(=O)c2cnc[nH]2)C1 (centres undefined)	-3.2	4.2
COc1ccc(-c2nnc(SCC(=O)N3CCCc4ccccc43)o2)cc1OC	-20.0	7.7
CC1=C(NCCc2ccccc2)CCC1=O	-0.1	-18.3
CCn1c(=O)c(C(=O)CN2CC(C)OC(C)C2)c(N)n(Cc2ccccc2)c1=O (centres undefined)	1.4	2.7
CN(c1ccccc1)C(c1ccc(F)cc1)c1nnnn1CC1CCCO1 (centres undefined)	-2.8	5.3
O=C(NCCc1c[nH]c2ccccc12)c1ccc(S(=O)(=O)NCc2ccco2)cc1	11.5	-17.4
O=C(Nc1ccc(F)cc1)N1CC2CC(C1)c1cccc(=O)n1C2 (centres undefined)	.	-9.0
Cc1ccc(-n2c(SCC(=O)Nc3ccc4c(c3)OCO4)nnc2-c2ccccn2)cc1	.	7.1

New compounds follow
SMILES	RT RNaseH block	RmlC RmlD mix
c1ccc(-c2nc3ccccc3o2)nc1	-8.9	.
O=C(O)CSc1nnc(-c2ccccc2)o1	16.1	15.8
COc1ccc(C2C(Oc3ccccc3)C(=O)N2c2ccc(C)c(C)c2)cc1OC (centres undefined)	.	7.0
COc1ccccc1/C=C/C(=O)N1CCOCC1	.	-13.0
N#Cc1c2c(c(N3CCN(CCO)CC3)n3c1nc1ccccc13)CCCC2	-19.1	.
CN1CC2CCCC3(C1)C(=O)NC1(CCCCC1)N=C23 (centres undefined)	-3.3	-21.5
COc1ccc(NC(=O)C2CCCNC2)cc1OCC(C)C (centres undefined)	-3.8	-13.0
Cn1c(SCC(=O)NCc2cccs2)nnc1-c1ccncc1	-2.3	-10.7
CCCn1c(CN2CCN(c3cccc(Cl)c3)CC2)nc2c1c(=O)n(C)c(=O)n2C	-17.9	-7.8
COc1ccccc1Nc1ccc(C(=O)NC2CCCCC2)cn1	-15.6	-18.6

Continued:
SMILES	RT RNaseH block	RmlC RmlD mix
CC(C)(C)OC(=O)[C@H](Cc1ccccc1)NC(=O)c1nc[nH]c1C(=O)N[C@@H](Cc1ccccc1)C(=O)OC(C)(C)C	.	-16.3
COc1ccc(COc2cc(-c3cccc(OC)c3)nc3ccc(NC(=O)c4ccc(Cl)cc4)cc23)cc1	.	-40.5
CC1(C)Cc2ccccc2-c2nnc(-c3ccccn3)n21	2.2	1.2
CN(C)c1nc(N)nc(CSc2nc3cc(Cl)ccc3o2)n1	-7.6	-1.8
CCCc1cc(C(=O)NCc2ccco2)no1	-16.6	-2.5
O=C(CCn1c(=O)oc2ccccc21)NCc1cccs1	-8.5	-6.7
COC(=O)[C@@H](NC(=O)Nc1ccc2c(c1)OCCO2)C(C)C	1.1	6.4
FC(F)(F)c1cc(NCc2cccs2)n2ncnc2n1	.	-5.7
CNC(=O)c1sccc1S(=O)(=O)Cc1c(Cl)cccc1Cl	.	4.8

Exported with values under each structure: part of the list above.
Results follow in this order: RT RNaseH block, RmlC RmlD mix
- CN(C)c1nc(N)nc(CSc2nc3cc(Cl)ccc3o2)n1
  -7.6, -1.8
- CC1(C)Cc2ccccc2-c2nnc(-c3ccccn3)n21
  2.2, 1.2
- CNC(=O)c1sccc1S(=O)(=O)Cc1c(Cl)cccc1Cl
  ., 4.8
- COC(=O)[C@@H](NC(=O)Nc1ccc2c(c1)OCCO2)C(C)C
  1.1, 6.4
